# Source: PubChem
# TbPYK inhibitor: qHTS of Trypanosoma Brucei Inhibitors | pyruvate kinase (Trypanosoma brucei), Q57TT1 | TbPYK enzyme, Kinase-Glo Plus ATP luminescence, 45 min | Potency, µM (titrated, usually from 76.8 µM), for the others: at the top dose activity, negative = inhibition, actives largely listed as inhibitors | actives 0.12% (n = 410,000); further: nearly all actives have a fitted effect of over 50% in size
#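 Luminescent Kinase-Glo Plus end-point after 45 min room-temperature reaction of T. brucei pyruvate kinase started with 130 uM ADP (final). Buffer TEA 50 mM pH 7.2 with KCl, MgCl2, BSA, Tween-20; titration-based qHTS with fitted concentration-effect curves.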
# AMA1-RON2 inh: qHTS for Inhibitors of AMA1-RON; Towards Development of Antimalarial Drug Lead: Primary Screen; Plasmodium falciparum AMA1 (3D7) - RON2 peptide interaction; AlphaScreen AMA1-biotinylated RON2 peptide binding; Potency, µM (series often up to 58.2 µM), without a hit: top-dose activity change, negative = inhibition, most hits filed as inhibitors; actives 0.2% (n = 360,000);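 further: 0% = vehicle wells and -100% = peptide control; nearly all actives have a fitted effect of over 45% in size; some results filed as inactive show a strong effect at the top dose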
#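 AMA1 (3D7) with his tag at 25 nM final met compounds first, then biotinylated RON2 peptide at 25 nM; detection used donor plus acceptor beads, 10 µg/mL apiece, read by AlphaScreen after 30 min at room temperature.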
# * = called active by the depositor; [ ] = remark or other dose. The call rests on the fitted dose curve; in most records, active means well fitted curve in the direction sought with a large enough effect; inconclusive means small, poorly fitted or top-dose-only effect, or another doubt; inactive means no such curve, though single readings can be large; an effect the other way counts as inactive or inconclusive. Unless noted, on the % scale 0 is the no-effect control and ±100 the full control effect; potency means the concentration at half of the fitted maximal effect. Only part of the results is shown; count on the stated rates, not on these rows.
SMILES,TbPYK inhibitor,AMA1-RON2 inh
COc1cccc(CNC(=O)c2cccc(S(=O)(=O)N3CCN(Cc4ccccc4)CC3)c2)c1,0.0%,7.9%[11.6 µM]
O=C(COC(=O)Cc1c(F)cccc1Cl)NC(=O)Nc1ccccc1F,-9.3%,-7.4%[11.6 µM]
CCOC(=O)C1CCCN(C(=O)c2cc(C)n(C(C)(C)C)n2)CC1 (stereo not given),0.5%,6.5%
O=C1[C@H]2[C@@H](c3ccccc3)N[C@]3(CCCN(Cc4ccco4)C3=O)[C@H]2C(=O)N1Cc1ccccc1,-13.8%,15.6%
COc1ccc(C(NC(=O)C2CCN(CCCc3ccccc3)CC2)c2ccccn2)cc1 (stereo not given),0.9%,20.4%
CCOC(=O)CCCCCC(=O)Nc1ccc2c(c1)C(=O)N([C@@H](C)CO)C[C@@H](C)[C@H](CN(C)S(=O)(=O)c1cccs1)OCCCC[C@H](C)O2,-3.1%,-4.5%
O=C(CCC(C(=O)O)N1C(=O)c2ccccc2C1=O)Nc1ccccc1 (stereo not given),4.8%,-0.9%
COc1ccc(NS(=O)(=O)c2cc(NC(=O)CCc3ccccc3)ccc2N2CCOCC2)cc1,-2.1%,-3.4%[11.6 µM]
COCCN(C(=O)CSc1nnc(-c2ccc(F)cc2)n1N)c1c(N)n(CC(C)C)c(=O)[nH]c1=O,-3.7%,3.6%
NC(c1ccccc1)c1csc(Nc2ccccn2)n1 (stereo not given),-1.0%,-2.5%
CCN(C[C@H]1N[C@@](CC)(C(=O)OC)[C@H]2C(=O)N(C)C(=O)[C@@H]12)S(=O)(=O)c1ccc(OC)cc1,3.5%,-2.3%
CCOc1ccc(C(=O)NC2CCCCCCC2)cc1,-7.6%,-6.3%
CC1CN(C(=O)COC(=O)/C=C/c2cccc([N+](=O)[O-])c2)CC(C)O1 (stereo not given),-1.6%,7.9%[11.6 µM]
COc1ccc(C(C)(O)c2nc(-c3cccc(F)c3)cs2)cc1 (stereo not given),-0.6%,2.6%
Cc1cc(C)n2[nH]c(=O)cc2n1,-14.8%,-1.7%
CN1OC[C@@H]2CN(S(=O)(=O)c3cccc4ccccc34)[C@H](c3ccc(-c4cccnc4)cc3)C[C@@H]21,3.7%,-1.7%
COc1cccc(Cn2cnc(-c3ccccc3OC)c2-c2ccco2)c1,-23.6%,-20.4%
O=S1(=O)CC(N2CCCCC2)CN1Cc1cn(Cc2ccc(Cl)cc2)nn1 (stereo not given),-2.2%,2.3%
CCNC(=O)C1(C)CCCN(C(=O)C2(c3ccc(Cl)cc3)CCCC2)C1 (stereo not given),2.8%,-6.6%
CCCc1nc2c(C)cc(Br)cn2c1Cc1cccc(F)c1,1.8%,-1.1%
CN(C)CCn1c(=O)n(C2CCCCC2)c(=O)c2c3c(sc21)CCCCC3,-2.5%,-9.8%
CCN(CC)S(=O)(=O)c1ccc(N2CCCC2)c(NC(=O)CSCc2c(C)noc2C)c1,-8.1%,60.7%[activator]
O=C1NC[C@H](CCCCN2C[C@H](Cc3ccc(O)cc3)N(CC3CCCCC3)C(=O)C2=O)N(CC2CCCCC2)C1=O,1.6%,-8.2%
CN1CC(COCc2ccccc2)Oc2ccccc2S1(=O)=O (stereo not given),-1.4%,7.8%
CCN(CC)C(=O)C1=C(C)N(CCC2=CCCCC2)C(=O)C(CC(=O)NCCCCc2ccccc2)C1 (stereo not given),-1.7%,-3.8%
# The list continues.
SMILES,TbPYK inhibitor,AMA1-RON2 inh
CC1([N+](=O)[O-])COP(=O)(Nc2cccc(Cl)c2)OC1 (stereo not given),-21.3%,14.1%
Cc1cccc(OC(C)C(=O)Nc2ccc3c(c2)OCCO3)c1 (stereo not given),-0.5%,-6.8%
N#Cc1ccccc1OCC(=O)NC1CCCCCC1,8.1%,-3.1%
CCN(CC)C(=O)C1=C(C)N(Cc2ccccc2)C(=O)C(CC(=O)NC2CC2)C1 (stereo not given),-6.3%,0.7%
CN1OC[C@@H]2CN(C(=O)CCc3ccccc3)[C@H](c3cccc(N4CCOCC4)c3)C[C@@H]21,-3.0%,2.3%
CC(C)(C)OC(=O)C[C@H]1C/C=C\C[C@@H](CC(=O)NCCO)C(=O)N[C@H](Cc2ccccc2)COC1=O,7.5%,-4.5%
O=C(NCCCNC(=O)NC1CCCCC1)NC1CCCCC1,-12.4%,-1.7%
CCNC(=O)C1(C)CCCN1C(=O)c1cc(C)on1 (stereo not given),5.7%,5.0%
CCC(C)C1/C=C\CC(NC(=O)OCC2c3ccccc3-c3ccccc32)CC(=O)N1Cc1ccccc1 (stereo not given),-18.8%,-8.5%
O=C(NNC(=O)c1csc(-c2cccs2)n1)c1ccc(Cl)cc1,1.3%,81.8%[activator]
C[C@@H]1COC(=O)CCC/C=C\C[C@@H](CC(=O)N(CCO)Cc2ccccc2)C(=O)N1,-4.5%,-7.2%
COc1cc2c(C#CCO)c(-c3ccc(C#N)cc3)oc(=O)c2cc1OC,-4.3%,0.0%
CC(=O)c1cc2c(cc1NC(=O)C1CN(C(C)=O)c3ccccc3O1)OCO2 (stereo not given),-6.2%,-0.9%
O=C(NCCCCc1ccccc1)c1cccc(NC(=O)c2ccccc2)c1,6.3%,-1.5%
CC(Sc1nnnn1C)C(=O)NC1CCCC1 (stereo not given),2.6%,3.2%
O=C(CCNS(=O)(=O)c1ccc(F)c(Cl)c1)NCc1ccccc1F,0.8%,1.6%[11.6 µM]
COc1cccc(COC(=O)Nc2ccccc2)c1OC,-4.1%,2.0%
COc1cccc(/C=N/Nc2ccc(Cl)nn2)c1OC,3.2%,-3.6%
C[C@H](c1ccccc1)N1C[C@H](COCc2ccccc2)Oc2cc(N3CC[C@@H](N(C)C)C3)ccc2S1(=O)=O,1.1%,-20.9%
O=C1CC/C=C\C[C@@H](CC(=O)N(CCO)Cc2ccccc2)C(=O)N[C@H](Cc2ccccc2)CO1,1.2%,11.9%
C[C@H](NC(=O)c1nc[nH]c1C(=O)NC[C@@H](C)O)c1ccccc1,-1.0%,16.4%
COc1ccc(C(C)=O)cc1COC(=O)CNC(=O)C1CCCCC1,0.9%,0.7%
COC(=O)[C@H](C)N(Cc1ccc(Cl)c(Cl)c1)S(=O)(=O)CCN1CCN(c2ccccc2)CC1,17.0%,11.2%
CCOC1=C2CN(S(=O)(=O)c3ccc(C)cc3)[C@@H](c3cccs3)C[C@H]2[C@H]2C(=O)N(c3ccccc3)C(=O)[C@H]2C1,-9.3%,0.5%
COC(=O)C1(Cc2ccc3c(c2)CCC3)Cc2ccc3c(c2C1=O)CCC3 (stereo not given),3.0%,-1.5%

# Overlap with the part before: 4 compounds, then new ones.
SMILES,TbPYK inhibitor,AMA1-RON2 inh
COc1ccc(C(C)=O)cc1COC(=O)CNC(=O)C1CCCCC1,0.9%,0.7%
COC(=O)[C@H](C)N(Cc1ccc(Cl)c(Cl)c1)S(=O)(=O)CCN1CCN(c2ccccc2)CC1,17.0%,11.2%
CCOC1=C2CN(S(=O)(=O)c3ccc(C)cc3)[C@@H](c3cccs3)C[C@H]2[C@H]2C(=O)N(c3ccccc3)C(=O)[C@H]2C1,-9.3%,0.5%
COC(=O)C1(Cc2ccc3c(c2)CCC3)Cc2ccc3c(c2C1=O)CCC3 (stereo not given),3.0%,-1.5%
c1ccc(CNc2nc(Oc3ccncc3)c3sccc3n2)cc1,-6.8%,-1.1%
COc1ccc(C(CNC(=O)CSc2ccccc2)N2CCOCC2)cc1 (stereo not given),9.0%,57.8%[activator]
CCN(CC)CCNc1oc(-c2ccccc2)nc1S(=O)(=O)c1ccccc1,2.2%,-0.7%
COc1ccc(CC(N)c2csc(Nc3nccc(C(F)(F)F)n3)n2)cc1 (stereo not given),-3.7%,74.9%[activator]
Cc1ccc(S(=O)(=O)N2CCC[C@H]2C(=O)NCc2ccccc2Cl)cc1,-8.2%,-4.8%
Cc1cc2nc(C3CCCCC3)c(Cc3ccccc3C(F)(F)F)n2c(C)c1Br,0.0%,5.3%
NS(=O)(=O)c1ccc(CCNC(=O)COC(=O)CCc2c[nH]c3ccccc23)cc1,-11.9%,-6.2%
O=C(O)C1CCc2nc(NCc3ccccc3)nc(NCc3ccccc3)c2C1 (stereo not given),5.0%,-7.8%
Cc1c(NC(=O)COC(=O)c2ccc(Cl)nc2)c(=O)n(-c2ccccc2)n1C,3.4%,2.9%
O=c1c2ccccc2nc(-c2ccc(Cl)cc2)n1C1CCS(=O)(=O)C1 (stereo not given),0.0%,0.5%
O=C(Nc1ccc(C(=O)N2CCCC2)cc1)c1cc(F)c(F)cc1Cl,-3.4%,-5.5%
COC(=O)[C@]12CCCCC=C1N(Cc1ccccc1)C(=O)[C@H](CC(=O)NCc1cccc3ccccc13)C2,-7.5%,-12.2%
Cc1ccc([C@@H]2C[C@H]3[C@@H](CN2S(=O)(=O)c2ccc(C)cc2)C(=O)C[C@@H](c2ccccc2F)N3S(=O)(=O)c2ccc(C)cc2)cc1,-8.0%,5.1%
C=CCC[C@H](Cc1ccc(F)cc1)C(=O)OC[C@@H](Cc1c[nH]c2ccccc12)NC(=O)[C@H](CC=C)CC(=O)NCCO,-6.3%,-13.7%
Cc1ccc(N2CC(C(=O)N3CCN(c4ccccn4)CC3)CC2=O)cc1 (stereo not given),-1.6%,4.7%
CC(C)CNc1ncnc2c1ncn2[C@H]1CN(Cc2cccs2)C[C@@H](CO)O1,3.7%,2.3%
COc1ccc(-c2c(N)cnc(C(=O)O)c2C)c(OCc2ccccc2)c1OC,-5.9%,4.3%
COc1ccc(-c2c(C(=O)c3ccccc3)[nH]c(N)c2C(=O)c2ccc(Br)cc2)cc1OC,-0.2%,27.1%
CCCCCCN1CCN(C2CN(Cc3ccc(F)cc3)S(=O)(=O)C2)CC1 (stereo not given),-1.3%,2.6%
COc1ccc([C@H]2C[C@@H](n3cc(-c4ccc(F)cc4)nn3)[C@H](O)CN2C(=O)c2cccs2)cc1,5.1%,-7.3%
CC(=O)Nc1cc(-c2ccccc2)cn2c(-c3ccc(F)cc3)cnc12,-11.9%,-9.7%
CCOC(=O)[C@@H]1[C@H]2COc3cc(OC)ccc3[C@H]2N2C(=O)N(c3cccc(F)c3)C(=O)[C@]12C,-2.4%,6.3%
COc1ccc(CCNC(=O)C2CC3Cn4c(nc5ccccc54)C3N2c2ccccc2)cc1 (stereo not given),5.2%,9.3%
CC(C)CC(N)c1csc(NC(=O)Nc2ccccc2C(C)C)n1 (stereo not given),-2.3%,80.1%[activator]
CNc1cnc(-c2ccccc2OC)cn1,2.2%,54.0%[activator]
# Additional results follow:
SMILES,TbPYK inhibitor,AMA1-RON2 inh
c1ccc(-c2sc3ccccc3c2-c2ccc(OCCN3CCCC3)cc2)cc1,4.7%,-29.1%
O=C(Nc1c(-c2ccc(Cl)cc2)[nH][nH]c1=O)c1ccccn1,-2.8%,63.9%[activator]
COc1ccc(CN2C[C@@H](CO)O[C@@H](n3cnc4c(NC5CC5)ncnc43)C2)cc1,-3.2%,-3.3%
C[C@H](CO)N1C[C@H](C)[C@H](CN(C)C(=O)c2ccc3ccn(C)c3c2)OCc2cnnn2CCCC1=O,5.7%,8.3%
Cc1noc(C)c1NC(=O)N(C)C[C@H]1OCCCC[C@@H](C)Oc2ccc(NC(=O)c3ccccc3)cc2C(=O)N([C@H](C)CO)C[C@@H]1C,4.7%,6.4%
O=C(NCCc1c[nH]c2ccccc12)OC1CC2CC1[C@H]1CCCCN1C2=O (stereo not given in full),3.9%,-0.1%
O=[N+]([O-])c1ccccc1Nc1ccccc1[N+](=O)[O-],-4.1%,-25.2%
COc1cc2nnn(-c3ccncc3)c2cc1OC,0.4%,-5.7%
CCCCN1C(=O)C(CC(=O)NCCCN(C)C)CC(C(=O)N(C)C)=C1C (stereo not given),2.2%,7.0%
O=C1NC[C@@H](CCCCN2C[C@H](Cc3ccc(O)cc3)N(CC3CCCCC3)C(=O)C2=O)N(CCC2CCCCC2)C1=O,-1.9%,-20.1%
C[C@H]1O[C@H](C2CCCC2)CC2=C1C(=O)OC(C)(C)O2,3.3%,-2.8%
CCCS(=O)(=O)NC(=O)C1(C)CCN(C(=O)Cc2cccc(OC)c2)C1 (stereo not given),2.2%,0.4%
CCN(CC)c1c(C)nc2ccc(C(=O)NCc3ccc4c(c3)OCO4)cn12,-4.4%,-9.3%
COc1ccccc1NS(=O)(=O)c1ccc(C)c(C(=O)Nc2ccc(S(=O)(=O)Nc3onc(C)c3C)cc2)c1,-0.1%,-2.9%
CCCCN1C=C(C(C)=O)C(=O)CC1,2.4%,4.7%
CCN(c1ccccc1)S(=O)(=O)c1cc(NC(=O)CN2CCN(C)CC2)ccc1Cl,3.5%,-20.0%

# Record cards, from the list above. Order of values: TbPYK inhibitor	AMA1-RON2 inh
# C[C@H](CO)N1C[C@H](C)[C@H](CN(C)C(=O)c2ccc3ccn(C)c3c2)OCc2cnnn2CCCC1=O is listed with 5.7%	8.3%
# O=C1NC[C@@H](CCCCN2C[C@H](Cc3ccc(O)cc3)N(CC3CCCCC3)C(=O)C2=O)N(CCC2CCCCC2)C1=O is listed with -1.9%	-20.1%
# CCCCN1C=C(C(C)=O)C(=O)CC1 is listed with 2.4%	4.7%
# O=[N+]([O-])c1ccccc1Nc1ccccc1[N+](=O)[O-] is listed with -4.1%	-25.2%
# CCN(CC)c1c(C)nc2ccc(C(=O)NCc3ccc4c(c3)OCO4)cn12 is listed with -4.4%	-9.3%
